Source: PubChem BioAssay
MT stabilize HCS – microtubule stabilizers in HeLa cells. HeLa tubulin immunostaining HCS, 24 h; share of cells brighter than vehicle mean+2SD. % tubulin-high responders, % at 10 µM. hit rate 0.83% among 200,000;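 active means plate Z-score above 3 for both tubulin-high and condensed-nucleus cell shares, with cell loss under 80%, at 10 µM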;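 further: anti alpha tubulin signal scored within the nucleus-defined area of each cell; some results filed as inactive read as strong as hits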
Insulin prom up – MIN6 insulin promoter up-regulation | MIN6 insulin promoter-GFP reporter, high-content imaging; stronger effect = higher value | z-score at 5 µM | hit rate 0.3% among 190,000;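 active means z-score above 3 at 5 µM with at least 500 cells counted in the well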
HEK293 NOD2/NF-kB – inhibition of NOD2-driven NF-kB reporter – cell-based, luminescence, uHTS, HEK293 (AID 1566). HEK293 NOD2/NF-kB luciferase reporter, luminescence; higher % means a stronger effect. inhibition, % at 4 µM; hits with a dose series show EC50 in µM. hit rate 0.63% among 290,000; in the data active means inhibition above about 50%; further: many of its hits are not listed in these tables
Autophagy mod – autophagy modulation, high-content screen. hit rate 0.98% among 190,000. AID 463193. MEF GFP-LC3 puncta imaging; test concentration mostly 10 µM. calls only at 10 µM (by protocol);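 active means percentage of spot-positive cells more than 3 SD above its plate mean, without a fluorescence outlier flag or 80% toxicity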;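 further: spot-positive cell cutoff set from DMSO-treated cells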
NOD1 inhibition – inhibition of NOD1-driven NF-kB reporter – cell-based, luminescence, uHTS, primary screen (AID 1578) | NOD1-driven NF-kB luciferase reporter cells, luminescence; higher % means a stronger effect | one-dose inhibition, % at 4 µM; EC50 in µM for titrated hits | hit rate 1% among 290,000; in the data active means inhibition mostly above about 36%, no sharp cut-off; inactive means mostly below about 34%;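 further: HEK-293T reporter cells stimulated with the NOD1 agonist gamma-tri-DAP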
bCat nuc transl – modulators of beta-catenin nuclear translocation; HeLa beta-catenin nuclear translocation, immunofluorescence imaging; hit rate 0.3% among 190,000; AID 1665; nuclear translocation activity, % at 5 µM;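 active means nuclear translocation activity above 50% at 5 µM, with a well cell count of 50 or more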;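 further: per-cell ratio of nuclear to cytoplasmic median beta-catenin stain intensity; plate controls were DMSO negative control for no effect and GSK-3 inhibitor IX positive control for full effect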
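Technique: fluorescence imaging of beta-catenin antibody stain plus DAPI / Material: human HeLa cell line / Incubation: compound treatment 24 h, 37°C, 5% CO2 / Read-out basis: % activation of per-cell nuclear versus cytoplasmic median beta-catenin signal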
Dynein cargo inh – blocks dynein driven cargo transport along microtubules; 3617.4 mouse cells, GR-EGFP nuclear translocation imaging; test concentration mostly 20 µM; stimulated with dexamethasone, 1 µM; stronger effect = lower value; z-score, hits read low; hit rate 0.47% among 220,000; AID 1381;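 active means plate z-score of nuclear minus cytoplasmic receptor signal below a set negative limit, without overly bright fluorescence or cell loss, cut at about -3.5 in these data, passing the limit was not always enough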;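 further: z-score of nuclear minus cytoplasmic ring GR-EGFP intensity difference per well; some compounds called inactive have numbers as strong as hits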
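Also added: dexamethasone, 1.0 µM final. Medium: tet-free, stripped-serum medium. Detection: fixed, Hoechst-stained cells imaged at 10x for EGFP. Read-out: nuclear-to-cytoplasmic GR-EGFP distribution per well. Times: induction 48 h, compound 1 h, agonist 30 min.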
Yfh1-depleted yeast – enhancers of respiration in Yfh1-depleted yeast, dose response, Friedreich's ataxia, plus single-dose screen (AID 1465) | hit rate 0.074% among 220,000 | fold induction at 50 µM, or EC50 in µM where a hit was titrated | S. cerevisiae Yfh1-off respiration, WST-1 reduction, 72 h; higher fold induction means a stronger effect;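 active means fold induction of absorbance versus untreated yeast above a set limit, then at least 30% activation at any dose in follow-up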;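 further: activators that raise dye reduction in frataxin-depleted yeast; strong numbers were not always called active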
P. falciparum M17LAP – P. falciparum M17LAP inhibitors, primary screen, biochemical, fluorogenic H-Leu-NHMec substrate, 1536-well (AID 1619); inhibition, % at 30 µM; hits with a dose series show IC50 in µM; recombinant M17LAP, H-Leu-NHMec fluorogenic kinetic assay; higher % means a stronger effect; hit rate 0.38% among 220,000;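 active means compound inhibiting the enzyme by more than half at any dose during confirmatory dose-response retesting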;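 further: plate controls were full reaction with DMSO carrier for no effect and no enzyme background for full effect; strong numbers were not always called active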
Dynein cargo inh cytoplasmic EGFP – also measured in Dynein cargo inh; calls as there; z-score; measured here: cytoplasmic GR-EGFP intensity; stronger effect = higher value
Dynein cargo inh nuclear GR-EGFP – recorded beside Dynein cargo inh, whose call it bears; z-score; measured here: nuclear GR-EGFP intensity;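 lower value marks the stronger effect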
Dynein cargo inh cell count – further read-out of Dynein cargo inh, marked with its call; z-score; measured here: cell count per field
Insulin prom up cell count – recorded beside Insulin prom up, whose call it bears; cell count; measured here: cytotoxicity, nuclei count;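 total cells summed across four imaged fields per well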
bCat nuc transl cell count 5 µM – further read-out of bCat nuc transl, marked with its call; cell count; measured here: cell count, cytotoxicity flag
MT stabilize HCS Hoechst-high % – further read-out of MT stabilize HCS, marked with its call; % Hoechst-high responders; measured here: nuclear condensation Hoechst responders;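 share of cells brighter than vehicle mean plus two SD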
MT stabilize HCS cytotoxicity % – second read-out of MT stabilize HCS, no call of its own (marks repeat the call); toxicity, %; measured here: cytotoxicity by cell density;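 0% = mean cell density of plate MIN control wells and 100% = no cells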
Autophagy mod cell loss 18 h – second read-out of Autophagy mod, no call of its own (marks repeat the call); toxicity, %; measured here: cell loss, nuclei count;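 cell loss after 18 h compound exposure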
* marks the source's active call; other numbers are inactive results. These rows are one share of the data; count on the stated rates, not on these rows.

O=C(CSc1n[nH]c(=O)[nH]c1=O)NC1CCCCC1 was read as Insulin prom up 0.58, HEK293 NOD2/NF-kB -25.4%, NOD1 inhibition 8.6%, bCat nuc transl 0.0, Dynein cargo inh 1.84, Yfh1-depleted yeast inactive, P. falciparum M17LAP 1.9%, Dynein cargo inh cytoplasmic EGFP -0.0402, Dynein cargo inh nuclear GR-EGFP 1.09, Dynein cargo inh cell count -1.42, Insulin prom up cell count 848 and bCat nuc transl cell count 5 µM 1324.
For Cc1ccc(NC(=O)CSCC(=O)N2c3ccccc3CCc3ccccc32)cc1 the results were MT stabilize HCS 1.8, Insulin prom up -0.7, HEK293 NOD2/NF-kB 21.5%, Autophagy mod inactive, bCat nuc transl 1.3, Dynein cargo inh 0.0417, Yfh1-depleted yeast inactive, P. falciparum M17LAP -2.4%, Dynein cargo inh cytoplasmic EGFP -0.198, Dynein cargo inh nuclear GR-EGFP -0.293, Dynein cargo inh cell count -0.061, Insulin prom up cell count 1000, bCat nuc transl cell count 5 µM 1343, MT stabilize HCS Hoechst-high % 2.2, MT stabilize HCS cytotoxicity % 8.3 and Autophagy mod cell loss 18 h -6.0.
For CC(C)C(=O)N1CCC2(CC1)Oc1ccc(Cl)cc1C(=O)C21CC(c2cccnc2)=NO1 (stereo not given) the results were Insulin prom up -0.18, HEK293 NOD2/NF-kB 7.5%, NOD1 inhibition -3.8%, bCat nuc transl -2.1, Dynein cargo inh -0.329, Yfh1-depleted yeast inactive, P. falciparum M17LAP -5.2%, Dynein cargo inh cytoplasmic EGFP -0.699, Dynein cargo inh nuclear GR-EGFP -0.0638, Dynein cargo inh cell count 0.242, Insulin prom up cell count 1061 and bCat nuc transl cell count 5 µM 1194.
Screening COc1cc(CNCC(O)c2ccccc2)ccc1OCc1ccc(Cl)nc1 (stereo not given) returned MT stabilize HCS 2.8, Insulin prom up -1, HEK293 NOD2/NF-kB 2.5%, Autophagy mod inactive, NOD1 inhibition -8.9%, bCat nuc transl -3.3, Dynein cargo inh 0.885, Yfh1-depleted yeast inactive, P. falciparum M17LAP -4.2%, Dynein cargo inh cytoplasmic EGFP -0.204, Dynein cargo inh nuclear GR-EGFP 0.941, Dynein cargo inh cell count 0.808, Insulin prom up cell count 704, bCat nuc transl cell count 5 µM 1080, MT stabilize HCS Hoechst-high % 1.4, MT stabilize HCS cytotoxicity % 4.8 and Autophagy mod cell loss 18 h -14.6.
For CCn1ncc(Br)c1C(=O)Nc1ccn(C23CC4CC(CC(C4)C2)C3)n1 the results were MT stabilize HCS 2.7, Insulin prom up -0.56, HEK293 NOD2/NF-kB 6.1%, Autophagy mod inactive, NOD1 inhibition -18.8%, bCat nuc transl -2.7, Dynein cargo inh -0.338, Yfh1-depleted yeast inactive, P. falciparum M17LAP -0.3%, Dynein cargo inh cytoplasmic EGFP -0.288, Dynein cargo inh nuclear GR-EGFP -0.36, Dynein cargo inh cell count 0.15, Insulin prom up cell count 1284, bCat nuc transl cell count 5 µM 636, MT stabilize HCS Hoechst-high % 2.5, MT stabilize HCS cytotoxicity % 6.3 and Autophagy mod cell loss 18 h -0.4.
For CCN(CC)S(=O)(=O)c1ccc2oc(C(=O)NC3CCCc4ccccc43)c(C)c2c1 (stereo not given) the results were MT stabilize HCS 0.9, Insulin prom up -0.37, HEK293 NOD2/NF-kB 12.0%, Autophagy mod inactive, NOD1 inhibition 33.8%, bCat nuc transl 1.5, Dynein cargo inh -0.254, Yfh1-depleted yeast inactive, P. falciparum M17LAP -21.2%, Dynein cargo inh cytoplasmic EGFP 0.449, Dynein cargo inh nuclear GR-EGFP 0.364, Dynein cargo inh cell count -0.407, Insulin prom up cell count 797, bCat nuc transl cell count 5 µM 1159, MT stabilize HCS Hoechst-high % 1.1, MT stabilize HCS cytotoxicity % 7.8 and Autophagy mod cell loss 18 h -2.2.
For Cc1oc(C(=O)O)cc1COc1cccc2cccnc12 the results were MT stabilize HCS 1.8, Insulin prom up -0.03, HEK293 NOD2/NF-kB -0.6%, Autophagy mod inactive, NOD1 inhibition -12.2%, bCat nuc transl -7.1, Dynein cargo inh -0.387, Yfh1-depleted yeast inactive, P. falciparum M17LAP 7.1%, Dynein cargo inh cytoplasmic EGFP -0.197, Dynein cargo inh nuclear GR-EGFP -0.198, Dynein cargo inh cell count 0.863, Insulin prom up cell count 1097, bCat nuc transl cell count 5 µM 998, MT stabilize HCS Hoechst-high % 2.0, MT stabilize HCS cytotoxicity % 10.9 and Autophagy mod cell loss 18 h -10.0.
`S=C1NC[C@H](Cc2cccc3ccccc23)N1CC1CCCCC1` gave Insulin prom up 0.79, HEK293 NOD2/NF-kB 10.0%, NOD1 inhibition 11.2%, bCat nuc transl 1.3, Dynein cargo inh -0.623, Yfh1-depleted yeast inactive, P. falciparum M17LAP 3.9%, Dynein cargo inh cytoplasmic EGFP -0.744, Dynein cargo inh nuclear GR-EGFP -0.265, Dynein cargo inh cell count -0.191, Insulin prom up cell count 654 and bCat nuc transl cell count 5 µM 1006.
`COc1ccc(-c2cnnc(N/N=C/c3ccc(O)cc3)n2)cc1` gave MT stabilize HCS 2.7, Insulin prom up -0.55, HEK293 NOD2/NF-kB -12.3%, Autophagy mod inactive, NOD1 inhibition -15.9%, bCat nuc transl -3.0, Dynein cargo inh -0.638, Yfh1-depleted yeast inactive, P. falciparum M17LAP 15.2%, Dynein cargo inh cytoplasmic EGFP -0.199, Dynein cargo inh nuclear GR-EGFP -0.523, Dynein cargo inh cell count 0.686, Insulin prom up cell count 1604, bCat nuc transl cell count 5 µM 1116, MT stabilize HCS Hoechst-high % 1.8, MT stabilize HCS cytotoxicity % 0.3 and Autophagy mod cell loss 18 h 4.8.
Screening Cn1nc(CC(=O)NCCN2C(=O)CSC2=O)c2ccccc2c1=O returned MT stabilize HCS 6.0, Insulin prom up 0.62, HEK293 NOD2/NF-kB 1.8%, Autophagy mod inactive, NOD1 inhibition 17.3%, bCat nuc transl -0.9, Dynein cargo inh -0.134, Yfh1-depleted yeast inactive, P. falciparum M17LAP 2.3%, Dynein cargo inh cytoplasmic EGFP -0.159, Dynein cargo inh nuclear GR-EGFP 0.148, Dynein cargo inh cell count -0.167, Insulin prom up cell count 945, bCat nuc transl cell count 5 µM 1166, MT stabilize HCS Hoechst-high % 3.1, MT stabilize HCS cytotoxicity % 3.8 and Autophagy mod cell loss 18 h 14.6.
For CC(C)(C)[C@@H]1C=C(C(=O)NCc2ccccc2)O[C@H](OCc2ccc(CO)cc2)C1 the results were MT stabilize HCS 4.2, Insulin prom up 0.67, HEK293 NOD2/NF-kB 14.6%, Autophagy mod inactive, NOD1 inhibition -37.6%, bCat nuc transl -0.5, Dynein cargo inh -1.22, P. falciparum M17LAP -1.2%, Dynein cargo inh cytoplasmic EGFP -0.302, Dynein cargo inh nuclear GR-EGFP -0.368, Dynein cargo inh cell count 0.826, Insulin prom up cell count 1432, bCat nuc transl cell count 5 µM 1128, MT stabilize HCS Hoechst-high % 2.2, MT stabilize HCS cytotoxicity % 6.9 and Autophagy mod cell loss 18 h -2.9.
Screening O=C(O)c1ccc(-c2ccccc2Cl)o1 returned MT stabilize HCS 5.5, Autophagy mod inactive, Dynein cargo inh 3.5, Yfh1-depleted yeast inactive, P. falciparum M17LAP 18.7%, Dynein cargo inh cytoplasmic EGFP 0.053, Dynein cargo inh nuclear GR-EGFP 2.19, Dynein cargo inh cell count -2.68, MT stabilize HCS Hoechst-high % 2.3, MT stabilize HCS cytotoxicity % 2.3 and Autophagy mod cell loss 18 h -9.0.
Screening O=S(=O)(c1ccc(F)cc1)N1CCC(N2CCCC2)CC1 returned MT stabilize HCS 2.1, Insulin prom up -1.35, HEK293 NOD2/NF-kB 5.9%, Autophagy mod inactive, NOD1 inhibition -7.6%, bCat nuc transl -0.1, Dynein cargo inh -0.349, Yfh1-depleted yeast inactive, P. falciparum M17LAP 1.6%, Dynein cargo inh cytoplasmic EGFP -0.188, Dynein cargo inh nuclear GR-EGFP 0.0777, Dynein cargo inh cell count 0.477, Insulin prom up cell count 1875, bCat nuc transl cell count 5 µM 1132, MT stabilize HCS Hoechst-high % 2.9, MT stabilize HCS cytotoxicity % 6.6 and Autophagy mod cell loss 18 h 7.2.
O=C(NNC(=O)c1cccs1)c1ccc([N+](=O)[O-])cc1 was read as MT stabilize HCS 2.7, Insulin prom up 1.29, HEK293 NOD2/NF-kB -8.1%, Autophagy mod inactive, NOD1 inhibition 16.1%, bCat nuc transl -2.1, Dynein cargo inh 2.08, Yfh1-depleted yeast inactive, P. falciparum M17LAP 1.8%, Dynein cargo inh cytoplasmic EGFP -0.0979, Dynein cargo inh nuclear GR-EGFP 1.54, Dynein cargo inh cell count -1.64, Insulin prom up cell count 1102, bCat nuc transl cell count 5 µM 998, MT stabilize HCS Hoechst-high % 2.0, MT stabilize HCS cytotoxicity % 5.6 and Autophagy mod cell loss 18 h 0.8.
Screening Cc1ccc2nc(NC(=O)CSc3nc4c(c(=O)n3C)SC(C)C4)sc2c1 (stereo not given) returned MT stabilize HCS 2.2, Insulin prom up -0.93, HEK293 NOD2/NF-kB 24.0%, Autophagy mod inactive, NOD1 inhibition 29.2%, bCat nuc transl -0.5, Dynein cargo inh -0.742, Yfh1-depleted yeast inactive, P. falciparum M17LAP 0.5%, Dynein cargo inh cytoplasmic EGFP 0.0864, Dynein cargo inh nuclear GR-EGFP -0.111, Dynein cargo inh cell count 0.31, Insulin prom up cell count 1348, bCat nuc transl cell count 5 µM 1385, MT stabilize HCS Hoechst-high % 3.0, MT stabilize HCS cytotoxicity % 2.5 and Autophagy mod cell loss 18 h 17.1.
